Screening data as filed in PubChem BioAssay.
POLI inh – inhibitors of human DNA polymerase iota; 390,000 compounds, 1% hits; Pol iota fluorescent replication assay, 10 min; Potency, µM (doses to about 115 µM), inactives show top-dose activity, negative = inhibition, actives largely listed as inhibitors
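Pol iota at 10 nM preincubated 15 min with compounds at room temperature; reaction started with fluorescent substrate, 50 nM final. Fluorescence read kinetically at 0 and 10 min; buffer-only wells as negative control.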
G9a inh – G9a (human) methyltransferase inhibition | Q96KQ7 | G9a H3K9 monomethylation, AlphaScreen, 2 h | Potency, µM (highest dose often 102 µM), for inactives: at the highest dose activity, negative = inhibition, usual class: inhibitors | 350,000 compounds, 8.8% hits | AID 504332; note: % is set by controls: 0 for no effect and ±100 for the full control effect; nearly all actives have a fitted effect of over 75% in size
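Signal arises when biotinylated H3K9 peptide, once monomethylated, bridges streptavidin donor and antibody-captured acceptor beads. Enzyme at 20 nM was preincubated 15 min with test compounds; peptide 500 nM and SAM 20 uM then reacted for 2 h.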
POLH inh – blocks human DNA polymerase eta activity; Q9Y253; recombinant Pol eta, fluorescent DNA replication assay; 390,000 compounds, 1.2% hits; Potency, µM (highest dose often 114 µM), for the others: at the top dose activity change, negative = inhibition, hits mostly inhibitors; note: % is set by controls: 0 for no effect and ±100 for the full control effect
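Pol eta (10 nM) was preincubated with compounds for 15 min at room temperature, after which fluorescent replication substrate (50 nM final) was added to start the reaction. Fluorescence was read kinetically at 0 and 10 min.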
JMJD2A Tudor – blocks the human JMJD2A Tudor domain; O75164; AlphaScreen JMJD2A-Tudor / H3K4me3 peptide binding; Potency, µM (series often up to 114 µM), for inactives: at the top dose activity change, negative = inhibition, most hits filed as inhibitors; 390,000 compounds, 4.4% hits; AID 504339; note: % is set by controls: 0 for no effect and ±100 for the full control effect; nearly all actives have a fitted effect of over 50% in size
BLM inh – blocks DNA unwinding by human BLM helicase; recombinant BLM DNA unwinding, fluorescence dequenching; Potency, µM (series often up to 56.1 µM), for the others: at the top dose activity change, negative = inhibition, actives largely listed as inhibitors; 350,000 compounds, 0.2% hits;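 note: plate controls were vehicle for no effect and no enzyme for full effect; nearly all actives have a fitted effect of over 35% in size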
APEX1 inh – blocks human APE1 abasic DNA cleavage. P27695. 350,000 compounds, 0.35% hits. Potency, µM (top dose mostly 65.8 µM), for inactives: top-dose activity change, negative = inhibition, most hits filed as inhibitors. recombinant APE1, TAMRA/BHQ-2 abasic DNA cleavage fluorescence;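 note: plate controls were vehicle for no effect and reference inhibitor for full effect; nearly all actives have a fitted effect of over 55% in size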
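APE1 at 0.75 nM final was preincubated with compound 15 min at room temperature, then 50 nM double-stranded THF abasic-site substrate (5'-TAMRA/3'-BHQ-2) was added. Fluorescence (ex 525/em 598 nm) was read kinetically; third-minus-first read gave activity.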
Pol kappa inh – blocks human DNA polymerase kappa activity | Potency, µM (series often up to 107 µM), without a hit: top-dose activity, negative = inhibition, actives largely listed as inhibitors | purified Pol kappa, fluorescent DNA synthesis assay, 10 min | Q9UBT6 | 400,000 compounds, 0.53% hits; note: % is set by controls: 0 for no effect and ±100 for the full control effect
Target sequence (Q9UBT6 whole entry, looked up): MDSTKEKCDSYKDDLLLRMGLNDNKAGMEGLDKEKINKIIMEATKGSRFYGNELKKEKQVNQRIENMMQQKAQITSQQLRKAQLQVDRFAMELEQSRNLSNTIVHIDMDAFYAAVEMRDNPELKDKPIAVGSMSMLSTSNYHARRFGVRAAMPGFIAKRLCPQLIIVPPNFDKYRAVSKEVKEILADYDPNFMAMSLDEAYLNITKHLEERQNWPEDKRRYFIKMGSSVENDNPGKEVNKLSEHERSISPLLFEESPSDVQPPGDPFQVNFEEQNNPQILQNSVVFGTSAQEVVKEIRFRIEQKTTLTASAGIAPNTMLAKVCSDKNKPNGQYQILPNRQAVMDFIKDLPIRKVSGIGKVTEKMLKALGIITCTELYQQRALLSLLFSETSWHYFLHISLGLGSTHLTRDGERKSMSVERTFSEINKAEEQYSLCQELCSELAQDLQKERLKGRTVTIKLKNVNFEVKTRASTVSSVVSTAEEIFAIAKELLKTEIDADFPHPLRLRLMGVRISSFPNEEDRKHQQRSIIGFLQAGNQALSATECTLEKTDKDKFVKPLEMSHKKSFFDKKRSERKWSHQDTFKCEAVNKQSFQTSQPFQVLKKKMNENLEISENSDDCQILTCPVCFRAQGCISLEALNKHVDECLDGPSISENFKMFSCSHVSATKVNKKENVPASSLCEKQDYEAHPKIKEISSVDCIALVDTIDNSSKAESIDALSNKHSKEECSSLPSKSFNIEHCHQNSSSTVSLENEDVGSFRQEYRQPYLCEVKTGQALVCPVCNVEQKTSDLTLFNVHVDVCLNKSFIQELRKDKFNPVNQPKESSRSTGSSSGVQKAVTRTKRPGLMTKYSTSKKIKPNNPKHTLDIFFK
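Readout: fluorescence, taken kinetically at 0 and 10 min. Conditions: 10 nM Pol kappa, 15 min RT compound preincubation, 50 nM substrate final. Controls: enzyme-free buffer wells.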
BAZ2B block – BAZ2B (human) inhibition. Q9UIF8. AlphaScreen BAZ2B-H3K14Ac peptide displacement. Potency, µM (top dose mostly 114 µM), inactives show top-dose activity change, negative = inhibition, usual class: inhibitors. 360,000 compounds, 4.4% hits; note: % is set by controls: 0 for no effect and ±100 for the full control effect; nearly all actives have a fitted effect of over 60% in size
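Protein-peptide AlphaScreen: BAZ2B 50 nM, b-H3K14Ac 50 nM, 1x PBS pH 7.4 + 0.01% Tween-20. Preincubation 30 min RT; cpd 30 min RT (top 110 uM); beads 20 min RT, light-protected.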
POLB inh – inhibitors of human DNA polymerase beta; P06746; Pol beta primer extension/strand displacement, fluorescence kinetic; Potency, µM (doses to about 114 µM), for the others: at the top dose activity change, negative = inhibition, usual class: inhibitors; 340,000 compounds, 1.3% hits; note: % is set by controls: 0 for no effect and ±100 for the full control effect
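Reaction started by 50 nM substrate onto compound-treated Pol beta (10 nM, 15 min preincubation, room temperature); plates read at 0 min and 10 min. Normalized concentration-effect data fitted by four-parameter Hill equation.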
* hit, by the source's call; ? = inconclusive; / = no result given; [ ] = dose if it differs, or a comment. Calls come from the whole dose curve; as a rule, active = well fitted curve in the direction sought with a large enough effect; inconclusive = small, poorly fitted or top-dose-only effect, or another doubt; inactive = no such curve, though single readings can be large; an effect the other way counts as inactive or inconclusive. Potency is the fitted concentration of half-maximal effect.

SMILES	POLI inh	G9a inh	POLH inh	JMJD2A Tudor	BLM inh	APEX1 inh	Pol kappa inh	BAZ2B block	POLB inh
Cc1ccc2c(c1)sc(C)[n+]2CCCS(=O)(=O)[O-]	?	?	-4%	-18%	-1%	2%	-4%	-37%	-1%
Cc1ccc(NC(=O)CSc2ccc(C(N)=O)cc2[N+](=O)[O-])cc1	16%	-8%[59 µM]	-13%	-13%	-3%	0%	-8%	2%	0%
CC(=O)C(Sc1nccc(-c2cccs2)n1)C(C)=O	64%[activator]	17%	-5%	?	-8%	2%	5%	-23%	-2%
O=C(O)c1ccccc1NS(=O)(=O)c1ccc(NN=Cc2ccc(F)cc2)c([N+](=O)[O-])c1	-18%	/	35µM*	45µM*	/	9%	-19%	/	/
O=C(NC1CCCCC1)C(c1ccc(F)cc1)N(Cc1ccco1)C(=O)CN1C(=O)c2ccccc2S1(=O)=O (stereo not given)	30%[activator]	-1%[59 µM]	9%	-5%	-1%	12%	-8%	-2%	35%
Nc1c(C(=O)NCCc2ccccc2)nnn1Cc1ccccc1	16%	-27%[59 µM]	3%	-7%	2%	8%	-5%	0%	-6%
Cc1ccc(NC(=O)C(C)Sc2nnc(-c3cccnc3)n2-c2ccccc2)cc1 (stereo not given)	2%	34%[12.7 µM]	-12%	-10%	1%	2%	-6%	3%	4%
CCC1=Nc2ccccc2-c2nnc(SC)nc2O1	-4%	3%[12.7 µM]	-5%	-13%	-8%	-6%	-3%	3%	-9%
O=C(Nc1ccnn1C1CCN(C2CCCCC2)CC1)c1ccccc1	?	18%	-16%	3%	3%	30%	-2%	3%	-43%
CC1CN(C(=O)CCc2cc(C(C)(C)C)c(O)c(C(C)(C)C)c2)CC(C)O1 (stereo not given)	65%[activator]	77%[activator]	-25%	-12%	-2%	21%	-4%	1%	18%
COc1cc(N(Cc2ccccc2)Cc2ccccc2)c2ncn(C(C)C)c2c1	7%	16%[2.33 µM]	-22%	?	/	13%	6%	?	/
CCOC(=O)N1CCC(NC(=O)c2cc3c(-c4cccc(OC)c4)nn(C)c3s2)CC1	-4%	-3%[12.7 µM]	-10%	-24%	-9%	2%	13%	13%	18%
c1cncc(CNc2ncnc3sc4c(c23)CCC4)c1	57%[activator]	?	-14%	?	-2%	25%	1%	?	12%
COc1ccc(OC)c(-c2nnc(SCC(=O)N3CCCC3)o2)c1	50%[activator]	-14%	?	-19%	4%	8%	-1%	6%	27%
Cc1ccc(CSCC(=O)Nc2c(C)n(C)n(-c3ccccc3)c2=O)cc1	11%	3%[59 µM]	-12%	-8%	1%	4%	-9%	4%	-5%
N#C/C(=C(/O)COC(=O)CSc1ccc2ccccc2c1)c1nc2ccccc2[nH]1	5%	27%[59 µM]	-12%	-17%	4%	0%	3%	-4%	1%
O=C(Nc1cccnc1)C1CCN(S(=O)(=O)c2cccc3nonc23)CC1	72%[activator]	4%	0%	-6%	0%	6%	-16%	5%	-1%
Cc1ccccc1OCC(=O)OCC(=O)Nc1cc(C(F)(F)F)ccc1N1CCOCC1	4%	11%[59 µM]	-14%	-3%	-12%	6%	-13%[60.1 µM]	-17%	-16%
COc1ccc(OC)c(NC(=O)Nc2ccc3c(c2)CCC3)c1	-25%	/	-10%	-32%	-6%	0%	-15%	-30%	-30%
O=C(c1ccc(S(=O)(=O)N2CCCC2)cc1)N1CCCCCC1	14%	-6%	-17%	-2%	-2%	1%	4%	-2%	25%
O=C(CCC(=O)c1ccc(F)cc1)Nc1cc(Cl)cc(Cl)c1	-6%	5%	-16%	-4%	-4%	-11%	6%	-17%[57.1 µM]	-16%
Cc1ccc(NC(=O)COC(=O)CCC(=O)c2cccs2)c(C)c1	41%[activator]	-2%	-22%	-15%	4%	-2%	-1%	2%	11%
Nc1ncc(CN2CCCC(C(=O)Nc3ccc(-c4ccco4)cc3)C2)cn1 (stereo not given)	0%	50µM*	-18%	-37%	0%	13%	1%	-38%	18%
COc1ccccc1NC(=O)c1sc2ncn(Cc3ccc(C)cc3)c(=O)c2c1C	6%	59%[activator][59 µM]	8%	-16%	-11%	-5%	-5%	-3%	-29%
Cc1ccc(-c2onc(C)c2C)cc1S(=O)(=O)NCc1cccs1	-11%	20%[59 µM]	-17%	-8%	-7%	/	-17%	-14%	-4%
NC(=O)c1c(NC(=O)CN2C(=O)NC(Cc3ccccc3)C2=O)sc2c1CCC2 (stereo not given)	45µM*	-2%	?	-12%	1%	2%	?	?	?
O=C(CN1C(=O)C2C3C=CC(C3)C2C1=O)OCC(=O)c1ccccc1 (stereo not given)	20%	2%[59 µM]	4%	1%	-5%	-4%	-9%	-26%	5%
Cc1cc(=O)oc(C)c1C(=O)NCc1ccccc1	-8%[58.9 µM]	9%[2.33 µM]	-3%	2%	-4%	14%	-1%	-2%[57.1 µM]	1%
N#C/C(=C(/O)c1ccc(C(=O)c2ccccc2)cc1)c1nc2ccccc2[nH]1	17%	2%	7%	-18%	-3%	1%	-14%	0%	6%
C=C1CCN([C@@H](CC(C)C)C(=O)N2CCOCC2)S(=O)(=O)c2ccccc21	25%	/	-17%	-17%	/	/	-13%	/	/
Cc1nc2ccc(F)cc2cc1C(=O)NCC1CCCO1 (stereo not given)	28%	6%[59 µM]	-6%	-18%	0%	-2%	-6%	10%	3%
Cc1ccnc(NC(=O)Nc2cccc(F)c2)n1	6%	0%	0%	-9%	-3%	?	-1%[60.1 µM]	-7%	48%[activator]
COc1cc(=O)[nH]c(=O)n1C(=O)Cc1ccccc1	?	5%	2%	-33%[11.4 µM]	-1%	-4%	-8%	1%	19%
CC(C)(C)NS(=O)(=O)c1ccc(CCC(=O)NCc2ccco2)cc1	15%	19%[59 µM]	1%	-6%	-4%	-3%	-7%	3%	1%
Cc1cc(Nc2nnnn2-c2ccccc2)n(-c2ccccc2)n1	5%	26%[0.0925 µM]	-9%	-10%	-9%	13%	-4%	-11%	3%
Cc1ccc2nc(-c3ccc(NC(=O)COc4c(C)ccc(C)c4C)cc3)sc2c1	18%	1%[59 µM]	-8%	-8%	1%	/	-25%	-1%	-1%
CNC(=S)N1CCN(c2ccc([N+](=O)[O-])cc2)CC1	6%	8%	-11%	-22%	-1%	-3%	-10%	-35%	0%
COc1ccc(/C=C2\SC(=O)NC2=S)cc1OC	68%[activator]	6.3µM*	?	79µM*	-18%	?	?	40µM*	-2%
O=C(Cc1ccc(NC(=O)N2CCCCc3ccccc32)cc1)NCc1ccccc1Br	16%	-2%[59 µM]	-22%	-14%	-6%	/	0%	-18%	-1%
CCC(=O)N(CC)C1=C(O)c2ccccc2C(=O)C1=O	?	1µM*	-3%	5.6µM*	-10%	?	-10%	45µM*	7%
O=C(Cn1nnc(-c2ccccc2)n1)NCC(=O)Nc1ccc(F)c(F)c1F	8%	/	1%	-3%	/	25%	-1%	/	/
CCC(CC)N1CCN(Cc2nc3ccc([N+](=O)[O-])cc3c(=O)n2-c2ccccc2F)CC1	32%[activator]	-21%	-13%	-18%	-1%	12%	-4%	-3%	-4%
COC(=O)c1ccc(CNC(=O)COC(=O)Cc2ccsc2)cc1	-6%	22%	5%	-2%	-4%	6%	-10%	-11%	-1%
COC(=O)Nc1ccc2c(c1)N(C(=O)CCN(C)C)c1ccccc1CC2	20%	-33%	2%	-10%	-3%	21%	0%	-8%	14%
O=C(NCCc1ccccc1)c1ccccc1[N+](=O)[O-]	3%	53%	-2%	0%	2%	24%	-5%	-26%	-2%
CC1=NN(c2ccc(Br)cc2)C(=O)/C1=C/c1cccs1	-17%	7.1µM*	-7%	?	-1%	-1%	-7%	4.5µM*	-9%
CCOC(=O)N1CCN(C(=O)c2cccc(F)c2)CC1	5%	3%	10%	-4%	1%	-7%	-11%[60.1 µM]	-12%	1%
CCCOc1cccc(C(=O)Nc2ccc(Br)cc2F)c1	22%	28%[59 µM]	-8%	-2%	1%	8%	-20%	12%	42%
O=C(Cn1ncc2c1-c1ccccc1OC2)N1CCN(c2ccccn2)CC1	-7%	-23%	-5%	-12%	-1%	-1%	-8%	-4%	16%
CC(=O)N(c1ccccc1C)c1ccccc1C	10%	/	2%	-1%	/	/	-14%	/	/
CCOc1ccc(N(CC(=O)NCc2ccc(OC)cc2)C(=O)CCC(=O)Nc2nccs2)cc1	64%[activator]	12%	-4%	-16%	-5%	36%	-8%	0%	-4%
CCOC(=O)c1c(C)[nH]c(CCC(=O)Nc2ccc(OC)c(OC)c2)c1C	2%	12%[59 µM]	-15%	-28%	2%	/	-9%[60.1 µM]	-38%	4%
COc1ccc(-c2[nH]ncc2C(=O)NCc2cccc(OC)c2)cc1	17%	-6%[59 µM]	/	-3%	-1%	/	6%	3%	-15%
CCN(CC)C(=O)Cn1c(=O)n(CCc2ccccc2)c(=O)c2ccccc21	24%	3%[59 µM]	-16%	-2%	-4%	/	2%	1%	6%
CCOc1cc(/C=C/C(=O)O)ccc1OCc1ccccc1	128%[activator]	-32%	-21%	2%	0%	0%	-13%	/	12%
CCOC(=O)C(C)Sc1snnc1C (stereo not given)	-1%	/	-6%	-19%	/	/	-14%	/	/
CC[C@H](c1ccc(O)cc1)[C@@H](CC)c1ccc(O)cc1	/	21%[21.5 µM]	/	/	-10%[21.4 µM]	-4%[21 µM]	-1%[19.4 µM]	/	/
COC(=O)c1ccc(N2CCOCC2)c(NC(=O)c2cccs2)c1	12%	/	-8%	-11%	-1%	10%	-1%	-2%	17%

Part of the list above, with values under each structure.
Order of results: POLI inh, G9a inh, POLH inh, JMJD2A Tudor, BLM inh, APEX1 inh, Pol kappa inh, BAZ2B block, POLB inh
> c1cncc(CNc2ncnc3sc4c(c23)CCC4)c1
  57%[activator], ?, -14%, ?, -2%, 25%, 1%, ?, 12%
> COc1ccc(OC)c(-c2nnc(SCC(=O)N3CCCC3)o2)c1
  50%[activator], -14%, ?, -19%, 4%, 8%, -1%, 6%, 27%
> Cc1ccc(CSCC(=O)Nc2c(C)n(C)n(-c3ccccc3)c2=O)cc1
  11%, 3%[59 µM], -12%, -8%, 1%, 4%, -9%, 4%, -5%
> N#C/C(=C(/O)COC(=O)CSc1ccc2ccccc2c1)c1nc2ccccc2[nH]1
  5%, 27%[59 µM], -12%, -17%, 4%, 0%, 3%, -4%, 1%

These rows are one share of the data; count on the stated rates, not on these rows.
